Casp7 inh: qHTS Assay for Allosteric/Competitive Inhibitors of Caspase-7; 75,000 tested, 0.02% active; Potency, µM (highest dose often 57.5 µM), for the others: top-dose activity change, negative = inhibition, usual class: inhibitors; recombinant caspase-7, Ac-DEVD-AFC fluorescence rate; P55210; active means well fitted inhibition curve with a large enough effect in the main read-out, with a control signal flat, not every such curve was filed as active; inconclusive means small, poorly fitted or top-dose-only effect, or a change in a side signal; further: potency means the concentration at half of the fitted maximal effect; % of control where 0% means no effect
BRCT PPI red: qHTS Assay for Inhibitors of BRCT-Phosphoprotein Interaction (Red Fluorophore) | Breast cancer type 1 susceptibility protein (Homo sapiens), P38398 | BRCT-phosphopeptide binding, red fluorescence polarization | Potency, µM (series often up to 76.9 µM), for inactives: top-dose activity change, negative = inhibition, hits mostly inhibitors | 75,000 tested, 0.03% active; further: on the % scale 0 is the no-effect control and ±100 the full control effect
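Fluorescence polarization: 100 nM His-tagged BRCA1 BRCT with 100 nM TAMRA-labelled phospho-BACH1 decapeptide, phosphate buffer pH 7.3 with 150 mM NaCl, DTT, 0.01% Tween 20; 12 min RT. Binding inhibition seen as FP decrease.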
A350 autofl: qHTS Assay for Spectroscopic Profiling in A350 Spectral Region; Compound autofluorescence, 340/450 nm, Alexa 350 dye-equivalents; hits give high values; max dye-equivalent concentration, M; 59,000 tested, 11% active; AID 590, 2007; in the data active means max dye-equivalent concentration above about 10 nM; inconclusive means mostly about 1.1 nM to 9.6 nM
USP2a inh: qHTS Assay for Inhibitors of Ubiquitin-specific Protease USP2a. Ubiquitin carboxyl-terminal hydrolase 2 (Homo sapiens), O75604. USP2a enzymatic assay, qHTS inhibition. AID 927, 2007. Potency, µM (titrated, usually from 38.3 µM), inactives show top-dose activity change, negative = inhibition, most hits filed as inhibitors. 60,000 tested, 0.1% active;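 further: potency means the concentration at half of the fitted maximal effect; nearly all actives have a fitted effect of over 60% in size; plate controls were DMSO for no effect and NEM full inhibition control for full effect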
Target sequence (O75604 whole entry, looked up): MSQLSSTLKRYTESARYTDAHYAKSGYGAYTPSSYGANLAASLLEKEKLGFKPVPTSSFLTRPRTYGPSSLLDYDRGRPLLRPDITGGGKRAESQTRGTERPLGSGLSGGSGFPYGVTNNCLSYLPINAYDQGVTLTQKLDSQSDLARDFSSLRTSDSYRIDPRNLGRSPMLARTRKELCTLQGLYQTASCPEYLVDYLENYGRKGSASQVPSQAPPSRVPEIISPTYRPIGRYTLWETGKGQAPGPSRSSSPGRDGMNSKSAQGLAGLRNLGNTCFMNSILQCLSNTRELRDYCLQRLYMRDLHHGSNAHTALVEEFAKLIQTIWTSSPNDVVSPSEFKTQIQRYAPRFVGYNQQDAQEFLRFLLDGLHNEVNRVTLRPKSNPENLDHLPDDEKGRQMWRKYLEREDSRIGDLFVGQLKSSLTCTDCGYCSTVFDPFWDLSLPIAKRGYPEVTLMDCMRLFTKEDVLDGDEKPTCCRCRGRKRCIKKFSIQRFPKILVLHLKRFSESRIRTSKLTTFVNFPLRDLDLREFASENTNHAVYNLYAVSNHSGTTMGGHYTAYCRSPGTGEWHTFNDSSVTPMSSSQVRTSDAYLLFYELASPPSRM
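Inhibition is measured in a cell-free coupled assay with 20 nM USP2 core, 20 nM Ub-PLA2 and 20 uM NBD C6-HPC, 2.5 h incubation. Activity normalized to NEM control.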
Fluorescein fluor: qHTS Assay for Spectroscopic Profiling in Fluorescein Spectral Region; Compound autofluorescence, 480/540 nm, fluorescein-equivalent; hits give high values; max fluorescein-equivalent concentration, M; 59,000 tested, 0.91% active; AID 593, 2007; in the data active means max fluorescein-equivalent concentration above about 10 nM; inconclusive means between about 1.1 nM and that limit
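Compounds were pin-transferred into 100 mM Tris buffer, pH 8.0, and incubated 15 min at room temperature. Fluorescence was read at 480 nm excitation/540 nm emission. Signals were normalized to an on-plate six-point fluorescein standard curve as dye-equivalent concentration.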
HEK293 cAMP cs: qHTS Assay for Agonists of the Thyroid Stimulating Hormone Receptor: Activators of Intracellular cAMP Concentrations in Parental HEK 293; parental HEK293 CNG cAMP sensor, membrane potential fluorescence; Potency, µM (top dose mostly 57.1 µM), without a hit: at the highest dose activation, usual class: activators; 73,000 tested, 2.5% active; further: potency means the concentration at half of the fitted maximal effect; % of control where 0% means no effect; nearly all actives have a fitted effect of over 55% in size
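Parental HEK 293 cells stably expressing a modified CNG channel (no TSHR) report cAMP rise as membrane depolarization. Membrane potential dye with 100 uM RO 20-1724 was loaded for 60 min at room temperature, then compound added for 30 min; fluorescence read at 590 nm.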
BRCT PPI green: qHTS Assay for Inhibitors of BRCT-Phosphoprotein Interaction (Green Fluorophore). BRCA1 BRCT-phosphopeptide binding, green fluorescence polarization. Potency, µM (doses to about 76.9 µM), for inactives: at the top dose activity change, negative = inhibition, most hits filed as inhibitors. AID 875, 2007. Breast cancer type 1 susceptibility protein (Homo sapiens), P38398. 75,000 tested, 0.05% active;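 further: potency means the concentration at half of the fitted maximal effect; plate controls were peptide without protein for full effect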
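Compounds were incubated for 12 min at room temperature with a complex of 100 nM fluorescein-tagged pBACH1 decapeptide and 250 nM His-tagged BRCT protein. Buffer was phosphate pH 7.3 with EDTA, DTT and Tween 20. Disruption of binding lowers the polarization signal.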
Casp1 inh: qHTS Assay for Allosteric/Competitive Inhibitors of Caspase-1; P29466; Caspase-1 enzyme, Ac-WEHD-AFC fluorogenic rate; Potency, µM (titrated, usually from 57.5 µM), without a hit: at the highest dose activity change, negative = inhibition, most hits filed as inhibitors; 75,000 tested, 0.03% active;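 further: potency means the concentration at half of the fitted maximal effect; plate controls were vehicle for no effect and no substrate for full effect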
Target sequence (P29466 120-297 limits assumed): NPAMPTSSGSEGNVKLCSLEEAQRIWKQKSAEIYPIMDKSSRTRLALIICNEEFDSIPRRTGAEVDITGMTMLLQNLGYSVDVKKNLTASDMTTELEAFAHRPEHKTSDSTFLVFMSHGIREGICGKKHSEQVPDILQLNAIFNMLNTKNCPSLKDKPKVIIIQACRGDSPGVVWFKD
Target sequence (P29466 317-404 limits assumed): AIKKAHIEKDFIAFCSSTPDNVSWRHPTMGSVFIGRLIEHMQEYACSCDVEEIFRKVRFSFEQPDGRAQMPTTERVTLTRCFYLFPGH
4MU fluor: qHTS Assay for Spectroscopic Profiling in 4-MU Spectral Region; compound autofluorescence, 340/450 nm, 4-MU equivalents; hits give high values; max dye-equivalent concentration, M; AID 589, 2007; 59,000 tested, 11% active; in the data active means max dye-equivalent concentration above about 10 nM; inconclusive means mostly about 1.1 nM to 9.6 nM
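Compounds in 100 mM Tris, pH 8.0, sat 15 min at room temperature before fluorescence was read at 340 nm excitation/450 nm emission; a per-plate six-point 4-MU standard curve converted signals to dye-equivalent concentration at each compound concentration.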
Rhodamine fluor: qHTS Assay for Spectroscopic Profiling in Rhodamine Spectral Region | Rhodamine-region fluorescence, 547/598 nm, Tris buffer; hits give high values | max dye-equivalent concentration, M | 59,000 tested, 0.05% active; in the data active means max dye-equivalent concentration above about 11 nM; inconclusive means between about 1.1 nM and that limit
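Steps: pin-transfer compounds into pH 8.0 Tris (100 mM), hold 15 min at room temperature, image with a 547/598 nm filter pair, and convert intensities to rhodamine-equivalent concentration using a six-point on-plate rhodamine series.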
TexasRed autofl: qHTS Assay for Spectroscopic Profiling in Texas Red Spectral Region; max dye-equivalent concentration, M; Compound fluorescence, Texas Red channel, 547/618 nm; hits give high values; 59,000 tested, 0.06% active; AID 587, 2007; in the data active means max dye-equivalent concentration above about 10 nM; inconclusive means between about 1.1 nM and that limit
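Spectral interference profiling: each compound concentration's relative fluorescence, read with a 547 nm excitation and 618 nm emission filter pair, was normalized to a per-plate Texas Red standard curve.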
Active calls of the source: *; i = inactive; ? = inconclusive; . = no result given; [ ] = another dose, or the depositor's remark. Unless noted, the call rests on the fitted dose curve; in most records, active means well fitted curve in the direction sought with a large enough effect; inconclusive means small, poorly fitted or top-dose-only effect, or another doubt; inactive means no such curve, though single readings can be large; an effect the other way counts as inactive or inconclusive.

Every second line gives: Casp7 inh	4MU fluor	A350 autofl	HEK293 cAMP cs	BRCT PPI red	TexasRed autofl	Fluorescein fluor	Casp1 inh	USP2a inh	BRCT PPI green	Rhodamine fluor
COC(=O)c1ccc(NC2(C#N)C(=O)Nc3ccccc32)cc1 (stereo unspecified)
→ 2%	i	i	5%	2.8%	i	i	1%	9%	-2.1%	i
CCN(CC)c1ccc(NC(=O)c2cccc(C)c2OC)c(C)c1
→ -4%	i	i	-4%	-7.0%	?	?	-3%	-6%	-4.6%	i
O=C(c1ccc2c(=O)n(-c3ccccc3)c(=O)[nH]c2c1)N1CCN(c2ccc(F)cc2)CC1
→ 0%	i	i	5%	0.2%	i	i	2%	26%	0.3%	i
N=C(N)SCCc1ccc(OCc2ccc([N+](=O)[O-])cc2)cc1
→ 1%	.	.	-12%	-2.9%	.	.	3%	.	-4.1%	.
CCn1nnnc1SCC(=O)N1CCOCC1
→ 1%	i	i	-5%	0.9%	?	i	1%	-1%	-3.2%	i
O=C(NCCO)c1ccc(-c2nnc(N3CCOCC3)c3ccccc23)cc1
→ -3%	.	.	-7%	0.0%	.	.	-2%	0%	10%	.
Nc1nnc(CC2=CCCCC2)s1
→ .	i	i	.	.	i	i	.	.	.	i
CC1CCN(C(=O)CSc2nnc(CSc3ncccn3)n2C)CC1
→ 1%	i	i	1%	-1.1%	i	i	0%	6%	-0.5%	i
CCOc1ccc(N/C(SC)=C(/C#N)C(N)=O)cc1
→ 0%	?	?	7%	-0.3%	i	?	-1%	1%	-2.4%	i
CC(C)(O)C1CC[C@@]2(C)C3CCC4[C@@]5(C)CCCC(C)(C)C5C(O)C[C@]4(C)[C@]3(C)CC[C@@H]12 (stereo partly specified)
→ -1%	.	.	.	1.3%	.	.	0%	24%	-0.3%	.
CCCCC1(C)NC(=O)N(CC(=O)Nc2ccc(S(=O)(=O)N3CCOCC3)cc2)C1=O (stereo unspecified)
→ -1%	i	i	-19%	-1.2%	i	i	-1%	11%	0.7%	i
COc1ccc2[nH]c(C)c(C(=O)CN3CCc4cc(OC)c(OC)cc4C3)c2c1
→ .	8.1e-08M*	9.8e-08M*	.	.	i	?	.	.	.	i
O=S(=O)(c1ccccc1)N1CCC2(CCCN(c3ncccn3)C2)CC1
→ 0%	6.1e-08M*	7.9e-08M*	?	-0.5%	i	i	-3%	5%	0.1%	i
O=C(c1sc2ccccc2c1Cl)N(Cc1ccco1)C1CCS(=O)(=O)C1 (stereo unspecified)
→ -5%	?	?	?	0.4%	i	i	-3%	26%	1.4%	i
CCc1cccc2c(C#N)cn(CC(=O)NCc3ccco3)c12
→ 1%	i	i	?	0.6%	i	i	2%	9%	-2.8%	i

Compound profiles (already shown). Order of values: Casp7 inh | 4MU fluor | A350 autofl | HEK293 cAMP cs | BRCT PPI red | TexasRed autofl | Fluorescein fluor | Casp1 inh | USP2a inh | BRCT PPI green | Rhodamine fluor
O=C(c1ccc2c(=O)n(-c3ccccc3)c(=O)[nH]c2c1)N1CCN(c2ccc(F)cc2)CC1 in the list: 0% | i | i | 5% | 0.2% | i | i | 2% | 26% | 0.3% | i
COC(=O)c1ccc(NC2(C#N)C(=O)Nc3ccccc32)cc1 (stereo unspecified) in the list: 2% | i | i | 5% | 2.8% | i | i | 1% | 9% | -2.1% | i

Continued:
Every second line gives: Casp7 inh	4MU fluor	A350 autofl	HEK293 cAMP cs	BRCT PPI red	TexasRed autofl	Fluorescein fluor	Casp1 inh	USP2a inh	BRCT PPI green	Rhodamine fluor
Cc1ccc(C#N)c(SCc2cc3c(cc2Cl)OCO3)n1
→ .	i	i	.	.	i	i	.	.	.	i
Cc1ccc(C)c(CSc2nnc(CCN)o2)c1
→ 1%	i	i	17%	0.7%	i	i	-1%	6%	-5.4%	i
O=S(=O)(C[C@H](O)C(Cl)(Cl)Cl)NNc1ccccc1
→ 0%[11.5 µM]	i	i	3%[11.4 µM]	-3.8%[15.4 µM]	i	i	-5%[11.5 µM]	.	-8.0%[15.4 µM]	i
COC(=O)c1nnn(Cc2ccccc2)c1N
→ 0%	i	i	-6%	-0.4%	i	i	1%	0%	1.6%	i
CCOC(=O)Cn1cnc2c(nnn2-c2ccc(OC)cc2)c1=O
→ 1%	i	i	0%	-2.1%	i	i	-2%	2%	-0.6%	i
c1ccc(Nc2nc(N3CCCCC3)nc(N3CCNCC3)n2)cc1
→ 1%	.	.	5%	-0.1%	.	.	-2%	.	-0.8%	.
CCCc1cc(NCCCCO)n2c(nc3ccccc32)c1C#N
→ .	2.8e-06M*	3.2e-06M*	.	.	i	?	.	.	.	i
COCCn1c(C)cc(C(=O)COC(=O)CCc2ccc(S(=O)(=O)N3CCOCC3)cc2)c1C
→ 2%	i	i	2%	0.2%	?	?	4%	13%	-0.1%	i
COc1ccc2c(c1)[nH]c1c(=O)n(CCN(C)C)cnc12
→ .	i	i	.	.	i	?	.	.	.	i
COc1cccc(=O)c2c(C)oc(C)c12
→ -7%	i	i	5%	1.8%	i	7.1e-08M*	-5%	15%	-2.5%	i
Cc1ccc(NC(=O)COC(=O)c2ccc3c(c2)NC(=O)C2CCCN32)cc1C (stereo unspecified)
→ -14%	?	?	-3%	1.7%	i	?	-13%	15%	7.7%	i
CCCCC(=O)Nc1cc(N(C)C)nc2ccccc12
→ -1%	8.9e-07M*	6.2e-07M*	?	-2.5%	i	i	-3%	0%	0.2%	i
CCN(CC)S(=O)(=O)c1ccc2[nH]cc(C(=O)NCCc3ccccc3)c(=O)c2c1
→ -8%	i	i	-7%	-2.1%	i	i	-3%	12%	1.5%	i
COc1ccc(NC(=O)CCN2CCN(S(=O)(=O)c3cc(Cl)ccc3OC)CC2)cc1
→ -1%	i	i	7%	-0.7%	i	i	1%	19%	1.0%	i
COc1cc(C(=O)OC(C)CN2CCCC2)cc(OC)c1OC (stereo unspecified)
→ -1%	?	?	16%	-0.9%	i	i	-1%	-1%	-2.5%	i
O=C(O)CSC1=NCCN1
→ 1%[11.5 µM]	i	i	-14%	0.5%	i	?	-3%[11.5 µM]	-2%	-5.2%[15.4 µM]	i
CCOc1ccc(N2C(=O)CC(Sc3ncccn3)C2=O)cc1 (stereo unspecified)
→ -1%	i	i	4%	-1.2%	i	i	-1%	-6%	-1.1%	i
COc1cc(OC)cc(C2C(C#N)=C(N)Oc3n[nH]c(-c4cccnc4)c32)c1 (stereo unspecified)
→ 1%	i	i	-3%	0.2%	i	i	-12%	-4%	0.7%	i
COc1ccccc1N1CCN(C(=O)Nc2cccc(C)c2)CC1
→ -2%	i	i	3%	0.5%	i	i	1%	3%	0.1%	i
Clc1cc(Cl)c2nc(N3CCOCC3)sc2c1
→ -1%	i	i	5%	0.0%	?	?	2%	2%	-2.5%	i
C=C1CC23C[C@H]4[C@@H]5[C@@]6(C)C[C@H](OC(=O)c7ccccc7)[C@@H](OC(C)=O)[C@]57[C@@H]2[C@@H](OC(C)=O)[C@H]1[C@@H](O)[C@H]3[C@H]7N4C6
→ -1%[25.7 µM]	i	i	0%[25.6 µM]	-1.8%[34.4 µM]	i	?	-3%[25.7 µM]	5%[17.1 µM]	-2.0%[34.4 µM]	i
CC1(C)CC2CC(C)(CN2C(=O)CCCN2C(=O)c3ccccc3C2=O)C1 (stereo unspecified)
→ 0%	.	.	9%	-0.8%	.	.	-1%	13%	-2.3%	.
CC(=NCc1ccco1)c1c(C)[nH]n(-c2nc3ccccc3s2)c1=O
→ -1%	2.1e-07M*	3.1e-07M*	-4%	0.7%	i	?	1%	21%	1.5%	i
CC(C(=O)NCc1cccnc1)N1C(=O)c2ccccc2C1=O (stereo unspecified)
→ 1%	i	i	-1%	0.4%	i	?	-1%	.	-3.8%	i
O=c1c(-c2cc(F)cc(F)c2)nc2cncnc2n1Cc1ccccc1Cl
→ -13%	i	i	-22%	0.5%	i	i	-13%	197%[activator]	0.1%	i
O=C1c2oc3ccccc3c(=O)c2C(c2cccs2)N1CCCN1CCOCC1 (stereo unspecified)
→ -6%	?	?	4%	0.0%	i	i	-5%	25%	-4.9%	i
COc1ccc(S(=O)(=O)N(C)CC(=O)Nc2ccccc2OC)cc1C
→ 0%	i	i	-1%	1.1%	?	?	0%	-8%	0.0%	i
O=C1OC2(c3ccc(O)cc3Oc3cc(O)ccc32)c2c1c(-c1ccccc1)c(-c1ccccc1)c(-c1ccccc1)c2-c1ccccc1
→ 0%[11.5 µM]	1.1e-07M*	1.2e-07M*	17%[11.4 µM]	9.3%[15.4 µM]	i	4.8e-07M*	3%[11.5 µM]	.	34%[activator][15.4 µM]	?
CCOCCCNCC(=O)N1CCN(S(=O)(=O)c2ccc(C)cc2)CC1
→ 3%	i	?	14%	0.2%	i	i	1%	-9%	-0.4%	i
CCn1c(SCC(=O)Nc2nc3c(s2)CCCC3)nnc1-c1ccccc1
→ -2%	i	i	?	-0.1%	i	i	0%	22%	1.6%	i
O=C(OCC#CCSc1nnc(-c2ccncc2)o1)c1cccs1
→ 0%	i	?	8%	-0.4%	i	?	0%	6%	-0.6%	i

Not all compounds are listed, so the mix of outcomes need not match the whole.
